miR122 inh: miR-122 Renilla sensor signal increase in Huh7, primary screen, miR-122 inhibitor project, cell-based, single point, plate reader | actives 0.3% (n = 340,000) | AID 602342, 2012 | Huh7 miR-122 Renilla luciferase sensor, 48 h; neutral wells = 0, positive control = 100 | activation (reporter increase), % at 12.5 µM;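 active = mean replicate activation score at least 90 and every replicate individually at or above 90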;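 note: higher luciferase means less miR-122 activity so hits act as miR-122 inhibitors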
Casp6 inh: human caspase-6 inhibitors, primary screen, biochemical, VEID-R110 fluorescence, single point, set 2 | P55212 | purified caspase-6, Z-VEID-R110 cleavage fluorescence | inhibition, % at 12.5 µM | actives 0.53% (n = 350,000);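 active = mean inhibition across replicates at least about 35%, with every replicate also reaching that limit, limit read from the data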;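 note: 0% = median of neutral control wells and 100% = no fluorescence left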
Target sequence (P55212 24-179 limits assumed): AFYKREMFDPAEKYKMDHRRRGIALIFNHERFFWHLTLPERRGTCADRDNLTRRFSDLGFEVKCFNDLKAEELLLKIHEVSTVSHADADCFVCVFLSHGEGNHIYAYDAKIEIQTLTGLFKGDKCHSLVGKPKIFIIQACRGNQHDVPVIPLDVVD
Target sequence (P55212 194-293 limits assumed): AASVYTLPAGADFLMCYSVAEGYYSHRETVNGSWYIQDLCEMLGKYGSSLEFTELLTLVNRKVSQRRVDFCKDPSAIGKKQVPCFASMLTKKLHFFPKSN
LGR2 antag: inhibitors of bursicon-induced LGR2 CRE-luciferase signal, primary screen, cell-based, HEK293, CRE-luciferase reporter, bursicon stimulation; Drosophila bursicon receptor LGR2 (rickets); bursicon-stimulated, 4 h; inhibition, % at 9.99 µM; actives 0.35% (n = 380,000); AID 720647, 2013;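 active = drop in luminescence signal, shown as inhibition above about 50% in the replicate tests, limit read from the data, passing the limit was not always enough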;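 note: agonist challenge used bursicon conditioned medium at about half maximal strength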
EWS-Fli inh: EWS/Fli-driven NR0B1 reporter inhibitors, primary screen, A673 cells, NR0B1 luciferase, luminescence, MLPCN library | viability-normalised | inhibition, % at 12.6 µM | actives 0.67% (n = 350,000);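 active = mean inhibition of at least 50% after viability correction, with every replicate also passing that limit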;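 note: firefly luciferase signal divided by Alamar Blue viability fluorescence both relative to DMSO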
FN deposition inh: inhibitors of fibronectin matrix deposition, primary screen, AH1F cells, Alexa488-fibronectin fluorescence, plate reader. actives 0.086% (n = 350,000). inhibition, % at 12.6 µM. AH1F fibroblasts, overnight;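 active = mean inhibition across replicates of 30% or more, regardless of how many single replicates reach that level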;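 note: positive control wells lacked labelled fibronectin entirely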
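Measured by – fluorescence 485/525 nm · System – AH1F fibroblast monolayer, labelled fibronectin deposition · Amount – 10000 cells per well · Buffer or medium – serum-reduced DMEM (2% serum) · Doses – single dose, pinned · Also added – fluorescent fibronectin at 24 nM final · Schedule – 1 h cell attachment, overnight exposure to compound and label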
Cneo AK release: Cryptococcus neoformans cell lysis inducers, primary screen, AK release luminescence, single concentration | C. neoformans lysis, adenylate kinase release luminescence, 4 h; normalised: neutral wells 0, clomiphene wells 100 | lysis activity, % at 15 µM | actives 0.2% (n = 360,000);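 active = mean lysis activity across replicates of at least 80%, whatever share of replicates individually reach that level; inactive = mean lysis activity below 80%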
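Assay system: C. neoformans cells. Amount: yeast cell density of 5 × 10^6 cells/mL. Technique: AK luminescence. Buffer or medium: YPD. Times: static 4 h at 37 °C with compound, 1 h detection. Dosing: single-point compound dose. Read-out: lysis from increased AK signal.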
PAX8 reporter: inhibitors of PAX8-driven TPO luciferase reporter, primary screen, RMG-I cells, single concentration; SteadyGlo, 24 h; inhibition, % at 12.6 µM; actives 1.2% (n = 360,000); AID 652154, 2013;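 active = mean replicate inhibition at least 60% with every replicate also reaching 60%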;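 note: luciferase light reporting Pax8 driven TPO promoter activity; plate controls were median of neutral control wells for no effect and mitoxantrone controls for full effect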
PGC1a acetyl inh: inhibitors of PGC1a acetylation signal, primary screen, cell-based, U2OS, AlphaScreen, inhibitor mode; AlphaScreen anti-acetyl-lysine; with virally co-expressed GCN5 acetyltransferase; AID 651687, 2012; inhibition, % at 15.6 µM; actives 0.17% (n = 350,000);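 active = every replicate shows inhibition of at least 40%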;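 note: 0% = neutral control wells and 100% = positive control wells; some results beyond the cut were filed as inactive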
The depositor's hits bear a star; . = not tested or not shown.

Key to letters: A = miR122 inh; B = Casp6 inh; C = LGR2 antag; D = EWS-Fli inh; E = FN deposition inh; F = Cneo AK release; G = PAX8 reporter; H = PGC1a acetyl inh
> Cc1nc2cc(-c3ccccc3)nn2c(C)c1CCC(=O)N1CCC2(CC1)OCCO2
  A = 21 | B = . | C = . | D = . | E = -4 | F = 0 | G = . | H = .

> CC1CCC(C(=O)NC(C(=O)N2CCC3(CC2)OCCO3)C(C)C)CC1 (stereo unspecified)
  A = 8 | B = . | C = . | D = . | E = 4 | F = 2 | G = . | H = .

> CC(C)CCNC(=O)c1c(N)n(Cc2ccc3c(c2)OCO3)c2nc3ccccc3nc12
  A = -7 | B = . | C = . | D = . | E = 12 | F = . | G = . | H = 6

> CC1CN(CCc2ccccc2)CC(C)O1 (stereo unspecified)
  A = -4 | B = . | C = . | D = . | E = 0 | F = . | G = . | H = -2

> COC(=O)[C@@H]1[C@@H](CO)[C@@H]2Cn3c(ccc(-c4ccccc4OC)c3=O)[C@H]1N2Cc1ccccc1
  A = . | B = . | C = 7 | D = 3 | E = . | F = -1 | G = . | H = .

> CCOc1ccccc1-n1c(O)c(C=Nc2c(C)n(C)n(-c3ccccc3)c2=O)c(=O)[nH]c1=O
  A = . | B = . | C = 1 | D = . | E = . | F = -1 | G = . | H = -9

> COc1ccc(NC(=O)CN2CC=C(c3ccccc3)CC2)cc1S(=O)(=O)N1CCOCC1
  A = . | B = . | C = 8 | D = 2 | E = . | F = . | G = -2 | H = .

> Cc1cc(C)cc(N2C(=O)NC(=O)/C(=C\c3cccn3-c3ccccc3)C2=O)c1
  A = . | B = . | C = 32 | D = 14 | E = . | F = . | G = 16 | H = .

> COC(=O)[C@H]1[C@H](CO)[C@H]2Cn3c(ccc(-c4cccnc4)c3=O)[C@@H]1N2S(=O)(=O)c1ccccc1C
  A = . | B = . | C = 2 | D = -9 | E = . | F = . | G = -19 | H = .

> CCOC(=O)C1CCN(/C=C2/C(=O)NC(=O)N(Cc3ccco3)C2=O)CC1
  A = . | B = 55* | C = -1 | D = . | E = . | F = -3 | G = . | H = .

> C=CCN1CC[C@]23c4c5ccc(O)c4OC2C(=O)CC[C@@]3(O)[C@H]1C5 (stereo partly specified)
  A = . | B = -5 | C = 6 | D = -5 | E = . | F = . | G = . | H = .

> CCCCCc1nc2ccccc2c(=O)n1-c1ccc(Cl)cc1[N+](=O)[O-]
  A = . | B = 0 | C = -3 | D = 1 | E = . | F = . | G = . | H = .

> COC(=O)C1C(c2ccc(Cl)cc2)CC2CCC1N2C (stereo unspecified)
  A = . | B = -5 | C = 9 | D = -4 | E = . | F = . | G = . | H = .

> CN1C2CCC1CC(OC(c1ccccc1)c1ccc(Cl)cc1)C2 (stereo unspecified)
  A = . | B = -5 | C = 6 | D = 21 | E = . | F = . | G = . | H = .

> CC[C@@H]1C[C@H]2CC[C@H](O2)[C@H](C)C(=O)O[C@@H](C)C[C@@H]2CC[C@@H](O2)[C@@H](C)C(=O)O[C@H](C)C[C@H]2CC[C@H](O2)[C@H](C)C(=O)O[C@@H](C)C[C@@H]2CC[C@@H](O2)[C@@H](C)C(=O)O1
  A = . | B = 2 | C = 20 | D = 54* | E = . | F = . | G = . | H = .

Arranged by heavy-atom count (lowest first): part of the list above.
Key to letters: A = miR122 inh; B = Casp6 inh; C = LGR2 antag; D = EWS-Fli inh; E = FN deposition inh; F = Cneo AK release; G = PAX8 reporter; H = PGC1a acetyl inh
> CC1CN(CCc2ccccc2)CC(C)O1 (stereo unspecified)
  A = -4 | B = . | C = . | D = . | E = 0 | F = . | G = . | H = -2

> COC(=O)C1C(c2ccc(Cl)cc2)CC2CCC1N2C (stereo unspecified)
  A = . | B = -5 | C = 9 | D = -4 | E = . | F = . | G = . | H = .

> C=CCN1CC[C@]23c4c5ccc(O)c4OC2C(=O)CC[C@@]3(O)[C@H]1C5 (stereo partly specified)
  A = . | B = -5 | C = 6 | D = -5 | E = . | F = . | G = . | H = .

> CCCCCc1nc2ccccc2c(=O)n1-c1ccc(Cl)cc1[N+](=O)[O-]
  A = . | B = 0 | C = -3 | D = 1 | E = . | F = . | G = . | H = .

> CCOC(=O)C1CCN(/C=C2/C(=O)NC(=O)N(Cc3ccco3)C2=O)CC1
  A = . | B = 55* | C = -1 | D = . | E = . | F = -3 | G = . | H = .

> Cc1cc(C)cc(N2C(=O)NC(=O)/C(=C\c3cccn3-c3ccccc3)C2=O)c1
  A = . | B = . | C = 32 | D = 14 | E = . | F = . | G = 16 | H = .

> Cc1nc2cc(-c3ccccc3)nn2c(C)c1CCC(=O)N1CCC2(CC1)OCCO2
  A = 21 | B = . | C = . | D = . | E = -4 | F = 0 | G = . | H = .

> CC(C)CCNC(=O)c1c(N)n(Cc2ccc3c(c2)OCO3)c2nc3ccccc3nc12
  A = -7 | B = . | C = . | D = . | E = 12 | F = . | G = . | H = 6

> COc1ccc(NC(=O)CN2CC=C(c3ccccc3)CC2)cc1S(=O)(=O)N1CCOCC1
  A = . | B = . | C = 8 | D = 2 | E = . | F = . | G = -2 | H = .

> CCOc1ccccc1-n1c(O)c(C=Nc2c(C)n(C)n(-c3ccccc3)c2=O)c(=O)[nH]c1=O
  A = . | B = . | C = 1 | D = . | E = . | F = -1 | G = . | H = -9

> COC(=O)[C@H]1[C@H](CO)[C@H]2Cn3c(ccc(-c4cccnc4)c3=O)[C@@H]1N2S(=O)(=O)c1ccccc1C
  A = . | B = . | C = 2 | D = -9 | E = . | F = . | G = -19 | H = .

> CC[C@@H]1C[C@H]2CC[C@H](O2)[C@H](C)C(=O)O[C@@H](C)C[C@@H]2CC[C@@H](O2)[C@@H](C)C(=O)O[C@H](C)C[C@H]2CC[C@H](O2)[C@H](C)C(=O)O[C@@H](C)C[C@@H]2CC[C@@H](O2)[C@@H](C)C(=O)O1
  A = . | B = 2 | C = 20 | D = 54* | E = . | F = . | G = . | H = .

Additional structures:
Key to letters: A = miR122 inh; B = Casp6 inh; C = LGR2 antag; D = EWS-Fli inh; E = FN deposition inh; F = Cneo AK release; G = PAX8 reporter; H = PGC1a acetyl inh
> COc1cc(CCN)c(OC)cc1C
  A = . | B = 3 | C = 9 | D = -4 | E = . | F = . | G = . | H = .

> O=C(O)C(Br)Br
  A = . | B = 0 | C = 5 | D = 4 | E = . | F = . | G = . | H = .

> Clc1ccc(Cl)c(Cl)c1
  A = . | B = -2 | C = -23 | D = -4 | E = . | F = . | G = . | H = .

> CNP1(NC)=NC(C(F)(F)F)=NC(C(F)(F)F)=N1
  A = . | B = 2 | C = 1 | D = 0 | E = . | F = . | G = . | H = .

> COc1ccc(S(=O)(=O)NC(CC(=O)N2CCC3(CC2)OCCO3)C(C)C)cc1 (stereo unspecified)
  A = . | B = -2 | C = 4 | D = 8 | E = . | F = . | G = . | H = .

> CCC(C)NC1(c2ccccc2)CCCCC1 (stereo unspecified)
  A = . | B = -3 | C = 0 | D = -2 | E = . | F = . | G = . | H = .

> O=C(O)[C@H]1[C@H](CO)[C@H]2Cn3c(ccc(-c4ccncc4)c3=O)[C@@H]1N2C(=O)C1CCCC1
  A = . | B = 0 | C = 11 | D = -2 | E = . | F = . | G = . | H = .

> Nc1ccc(Cl)cc1
  A = . | B = -1 | C = -4 | D = 1 | E = . | F = . | G = . | H = .

> COC(=O)C1C(c2ccc(F)cc2)CC2CCC1N2C (stereo unspecified)
  A = . | B = -4 | C = 11 | D = 1 | E = . | F = . | G = . | H = .

> CC(=O)OC1CCC2(C)C(CCC3C4CC(N5CC5)C(C(C)=O)C4(C)CC(=O)C32)C1 (stereo unspecified)
  A = . | B = 2 | C = . | D = -8 | E = -5 | F = . | G = . | H = .

> CCC(C)c1ccc(N2C(=O)NC(=O)/C(=C/c3cccn3CCOc3ccc(C)cc3)C2=O)cc1 (stereo unspecified)
  A = . | B = . | C = -3 | D = . | E = 2 | F = . | G = -20 | H = .

> O=Cc1cn(Cc2cccc(F)c2)c2ccccc12
  A = . | B = . | C = -8 | D = . | E = 6 | F = . | G = 23 | H = .

> Cc1nn(Cc2ccc(Cl)cc2Cl)c(Cl)c1C(=O)NC1CCCc2ccccc21 (stereo unspecified)
  A = . | B = . | C = 5 | D = . | E = -15 | F = . | G = 2 | H = .

> Cc1ccc(-c2nn(Cc3ccccc3)cc2C=O)cc1
  A = . | B = . | C = -41 | D = . | E = -3 | F = . | G = -122 | H = .

> CC(=O)Nc1ccc(C(=O)OCC(=O)Nc2ccc(Cl)cc2C(=O)c2ccccc2)cc1
  A = . | B = . | C = -1 | D = . | E = 11 | F = . | G = -5 | H = .

> CC(=O)N1CN2CN(C1)CN(C(C)=O)C2
  A = . | B = . | C = 28 | D = . | E = 1 | F = . | G = 17 | H = .

> Cn1c(O)c(/C=C/C=Nc2ccccc2)c(=O)n(C)c1=O
  A = . | B = . | C = 9 | D = . | E = 3 | F = . | G = 17 | H = .

> C=CCn1c(O)c(/C=N/N2CCCCC2c2cccnc2)c(=O)[nH]c1=S (stereo unspecified)
  A = . | B = . | C = -13 | D = . | E = 4 | F = . | G = 6 | H = .

> CCN1C(=O)/C(=C/c2ccc(N(CC)CC)cc2OC)C(=O)NC1=S
  A = . | B = . | C = 10 | D = . | E = 4 | F = . | G = 1 | H = .

> CC(C)c1ccc(N2C(=O)NC(=O)/C(=C/C=C/c3ccco3)C2=O)cc1
  A = . | B = . | C = 28 | D = . | E = -13 | F = . | G = -23 | H = .

> C/C(=N\N1CCCCC1)c1c(O)[nH]c(=O)[nH]c1=O
  A = . | B = . | C = -12 | D = . | E = 1 | F = . | G = -29 | H = .

> CN(C)S(=O)(=O)c1cc(NC(=O)COC(=O)Cc2ccccc2)ccc1Cl
  A = . | B = . | C = 5 | D = . | E = -2 | F = . | G = 5 | H = .

> CN1c2ccccc2Oc2ccccc21
  A = . | B = . | C = -5 | D = . | E = -1 | F = . | G = -8 | H = .

> Cc1ccc(C(=O)NC(O)C(Cl)(Cl)Cl)cc1 (stereo unspecified)
  A = . | B = . | C = -4 | D = . | E = 2 | F = . | G = 17 | H = .

> CCC(C)n1c(O)c(C=Nc2cccc(C(F)(F)F)c2)c(=O)[nH]c1=S (stereo unspecified)
  A = . | B = . | C = -8 | D = . | E = -9 | F = . | G = -8 | H = .

> CN1CCN(c2ccc([N+](=O)[O-])c(N)c2)CC1
  A = . | B = . | C = -23 | D = . | E = -3 | F = . | G = 17 | H = .

> CCC(C)N1C(=O)/C(=C/c2ccc3c(c2)CCN3CCCCl)C(=O)NC1=S (stereo unspecified)
  A = . | B = . | C = 0 | D = . | E = -2 | F = . | G = 0 | H = .

> C[N+]1=C(/C=C/Nc2ccccc2)C(C)(C)c2ccccc21
  A = . | B = . | C = 23 | D = . | E = 1 | F = . | G = 9 | H = .

> COc1ccccc1C1=NCc2nnc(C)n2-c2ccc(Cl)cc21
  A = . | B = . | C = 11 | D = . | E = 10 | F = . | G = -3 | H = .

> CC1CC(OC(=O)c2ccccc2)CC(C)N1C (stereo unspecified)
  A = . | B = . | C = -8 | D = . | E = 6 | F = . | G = 0 | H = .

> COc1ccc(CCn2c(O)c(/C=N/N3CCCCC3)c(=O)[nH]c2=O)cc1OC
  A = . | B = . | C = -3 | D = . | E = 2 | F = . | G = 8 | H = .

> Clc1ccc(CNC2CN3CCC2CC3)cc1 (stereo unspecified)
  A = . | B = . | C = 20 | D = . | E = -24 | F = . | G = 0 | H = .

> N#Cc1c(/N=C/c2ccc(O)cc2O)sc2c1C1CCN2CC1
  A = . | B = . | C = -60 | D = . | E = 9 | F = . | G = 18 | H = .

Bioassay records (PubChem)

An excerpt; the hit share may differ from the screen's.
